LRH-1 inv ag: NR5A2 inverse agonism in reporter assay; O00482; HEK293T StAR-luciferase reporter, LRH-1 transfected, 24 h; inhibition, % at 3.6 µM; 360,000 tested, 0.13% active; AID 602396;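 active = inhibition above the mean inhibition of all tested compounds plus 3 SD, cut at about 73% in these data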;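 note: 0% = DMSO wells and 100% = reporter-only cells lacking LRH-1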
Target sequence (O00482 whole entry, looked up): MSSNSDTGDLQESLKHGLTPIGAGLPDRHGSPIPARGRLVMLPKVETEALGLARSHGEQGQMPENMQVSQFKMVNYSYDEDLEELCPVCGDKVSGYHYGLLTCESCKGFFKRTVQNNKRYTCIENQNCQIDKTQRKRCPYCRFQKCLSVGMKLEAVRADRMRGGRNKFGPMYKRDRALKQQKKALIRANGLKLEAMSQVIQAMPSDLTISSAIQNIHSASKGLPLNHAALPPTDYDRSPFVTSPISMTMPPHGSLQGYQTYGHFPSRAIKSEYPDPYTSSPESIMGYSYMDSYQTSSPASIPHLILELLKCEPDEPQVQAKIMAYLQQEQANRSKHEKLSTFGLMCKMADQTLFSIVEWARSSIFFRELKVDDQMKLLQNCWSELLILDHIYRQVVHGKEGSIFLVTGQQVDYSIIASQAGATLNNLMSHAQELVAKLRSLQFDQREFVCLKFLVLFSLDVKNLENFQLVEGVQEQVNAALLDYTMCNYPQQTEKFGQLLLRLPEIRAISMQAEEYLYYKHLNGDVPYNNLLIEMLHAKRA
TROY signal inh: inhibitors of TROY-dependent NF-kB signaling; 360,000 tested, 0.98% active; inhibition, % at 10 µM; Q293 LMP1-TROYcd NF-kB luciferase reporter, 4 h;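 active = compounds whose plate-normalised and pattern-corrected inhibition of the luciferase reporter signal at the single screening dose is 50% or more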
NCOA3 inh: human NCOA3 inhibition; HEK293 GAL4-SRC3 luciferase reporter, luminescence; inhibition, % at 3.6 µM; AID 588352; 360,000 tested, 0.17% active; Q9Y6Q9;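 active = inhibition above a per-campaign cutoff, the mean of all compounds plus 3 SD, cut at about 60% in these data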;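 note: 0% = DMSO-treated cells and 100% = gossypol-treated cells at 36 µM; higher means less SRC3-driven luciferase light from the GAL4 reporter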
TWEAK-Fn14 inh: TWEAK-Fn14 signaling inhibition. 360,000 tested, 2% active. AID 1159606. TWEAK-stimulated Fn14 reporter cells, luciferase luminescence, 8 h. inhibition, % at 10 µM; in the data active = inhibition above about 50%
CF NFkB block: cystic fibrosis NF-kB activation inhibition; inhibition, % at 5 µM; 360,000 tested, 0.86% active; KKLEB NF-kB-GFP reporter, PAF-induced, GFP fluorescence overnight;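 active = at least 50% inhibition at 5 µM, scaled per plate between neutral and stimulator controls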;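 note: PAF is a Pseudomonas aeruginosa culture filtrate used as stimulus; plate controls were PAF-stimulated DMSO wells for no effect and unstimulated DMSO wells for full effect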
SRC2 inh: human SRC2 (NCOA2) inhibition | Q15596 | HEK293 GAL4-SRC2 luciferase reporter, luminescence | inhibition, % at 9 µM | 370,000 tested, 0.17% active;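 active = inhibition above the mean inhibition of all tested compounds plus 3 SD, set per campaign, cut at about 52% in these data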;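 note: 0% = DMSO treated cells and 100% = cells given Gossypol at 36 µM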
C8 TRAIL sens: sensitizes caspase-8 expressing cells to TRAIL; NB7+C8 cells + TRAIL, ATPlite viability luminescence; inhibition (viability loss, TRAIL sensitization), % at 10 µM; 360,000 tested, 1% active; AID 624354;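 active = compounds causing at least 50% loss of cell viability in the single-dose screen, relative to plate controls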
LMP1 NFkB inh: Epstein-Barr LMP1 NF-kappaB reporter inhibition; LMP1-induced NF-kappaB luciferase reporter cells, luminescence; inhibition, % at 12.5 µM; 350,000 tested, 0.69% active; AID 504558; in the data active = inhibition above about 41%;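 note: 0% = neutral control wells and 100% = reference inhibitor control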
KKLEB tox: counter-screen for CF NF-kB inhibitors: cytotoxicity; activity change (cytotoxicity), % at 5 µM; 360,000 tested, 0.36% active; KKLEB CF airway cells viability, ATPlite luminescence, overnight; stronger effect = lower value; cells stimulated with P. aeruginosa culture filtrate;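 active = corrected activity change at or below -50% at 5 µM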
SRC1 inh: inhibitors of human steroid receptor coactivator 1 (SRC1). HEK293 GAL4-SRC1 luciferase reporter, luminescence. inhibition, % at 3.6 µM. 360,000 tested, 0.12% active. AID 588354;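 active = inhibition above the campaign mean plus 3 SD, with each screening campaign given its own cutoff, cut at about 60% in these data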;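 note: 0% = DMSO treated cells and 100% = gossypol at 36 µM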
COUP-TFII inh: inhibitors of human COUP-TFII (NR2F2); P24468; HEK293T NGFI-A luciferase reporter, luminescence; AID 686940; 370,000 tested, 0.7% active; inhibition, % at 8.6 µM;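 active = inhibition above a per-plate cutoff, mean inhibition of test wells between control levels plus 3 SD, cut at about 38% in these data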;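 note: cells cotransfected with COUP-TFII expression vector driving the NGFI-A reporter; 0% = median of COUP-TF2 test wells and 100% = reporter-only cells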
Target sequence (P24468 whole entry, looked up): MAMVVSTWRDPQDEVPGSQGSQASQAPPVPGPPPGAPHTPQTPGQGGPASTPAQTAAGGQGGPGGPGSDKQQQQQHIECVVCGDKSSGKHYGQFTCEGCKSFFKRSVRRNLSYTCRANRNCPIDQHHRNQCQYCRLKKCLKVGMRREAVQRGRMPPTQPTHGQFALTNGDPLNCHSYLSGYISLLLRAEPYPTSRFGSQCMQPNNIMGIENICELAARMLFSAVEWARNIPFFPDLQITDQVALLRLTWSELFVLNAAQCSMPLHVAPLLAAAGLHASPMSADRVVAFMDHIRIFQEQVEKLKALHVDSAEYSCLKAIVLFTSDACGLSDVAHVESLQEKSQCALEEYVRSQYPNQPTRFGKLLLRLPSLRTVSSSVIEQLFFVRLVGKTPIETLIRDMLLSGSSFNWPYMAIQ
Active calls of the source: *; nt = no result given.

SMILES | LRH-1 inv ag | TROY signal inh | NCOA3 inh | TWEAK-Fn14 inh | CF NFkB block | SRC2 inh | C8 TRAIL sens | LMP1 NFkB inh | KKLEB tox | SRC1 inh | COUP-TFII inh
O=C(Nc1ccc(N=Nc2ccccc2)cc1)c1ccc(Cl)cc1Cl | 6 | -25 | -3 | -18 | -4 | -33 | -19 | 0 | -2 | -5 | -5
C[C@H]1CN([C@@H](C)CO)S(=O)(=O)c2ccc(C#CC3CC3)cc2O[C@@H]1CN(C)S(C)(=O)=O | 6 | 4 | -26 | -3 | -8 | -5 | -5 | 0 | -7 | 15 | -11
CCN(CC(=O)Nc1ccc(Br)cc1)C(=O)Cc1cccc(F)c1 | 8 | 9 | -29 | 9 | -22 | -4 | -16 | -4 | 11 | -4 | 18
O=C(COC(=O)c1ccc(F)cc1)NC1CC1 | 0 | -8 | 16 | 7 | -1 | -12 | -4 | -6 | -11 | -11 | -9
COCCSc1nnc(NC(=O)CCS(=O)(=O)Cc2ccccc2)s1 | -4 | -9 | -3 | -3 | 15 | -46 | 2 | 11 | 4 | -1 | 6
Cc1ccccc1OCC(=O)Nc1ccccc1N1CCC(C)CC1 | -21 | -14 | 7 | -4 | 22 | 26 | 3 | -4 | -5 | -28 | -20
COc1cc(NC(=O)Cc2ccccc2)cc(OC)c1 | -22 | 6 | 9 | -2 | -18 | -21 | -3 | -2 | -1 | 9 | 17
CCN(CC)S(=O)(=O)c1ccc2c(c1)N(CC(=O)Nc1ccc(NC(C)=O)cc1)C(=O)CO2 | -15 | -6 | -16 | -30 | 2 | -3 | -8 | 5 | -12 | 6 | 2
Cc1nn(C)c(C)c1/C=C/C(=O)c1ccccc1 | -70 | -15 | -53 | 8 | 2 | -52 | -6 | -20 | -3 | -61 | -41
COc1ccc(-n2c(SCC(=O)Nc3ccc(NC(C)=O)cc3)nc3c([nH]c4ccccc43)c2=O)cc1OC | 20 | -25 | 16 | 8 | -72 | 3 | -7 | -8 | -6 | -4 | -8
COC(=O)Cn1cnc2c(nnn2-c2cccc(OC)c2)c1=O | 8 | -12 | 15 | -14 | -15 | -7 | -19 | nt | 9 | -6 | 1
CN(C)c1ccc(-c2nnc(-c3ccccc3F)o2)cc1 | -129 | 8 | -90 | 38 | -10 | -8 | 33 | -18 | 0 | -88 | -38
CCOC(=O)c1ccc(NC(=O)c2ccc(CO)c(C(=O)NC3CCN(C(=O)OCC)CC3)c2)cc1 | -16 | 8 | 14 | 5 | 2 | -5 | -6 | 1 | -7 | -10 | 16
COc1nc(C)nc(C)c1Oc1ccc(Cl)cc1Cl | -1 | 11 | 11 | 2 | -5 | 4 | -8 | -3 | -1 | 10 | -14
O=[N+]([O-])c1cccc(N=Nc2ccc(O)cc2O)c1 | -43 | -15 | -80 | 59* | 66* | -10 | 21 | -1 | -41 | -27 | -5
O=C(CCCN1C(=O)/C(=C/c2ccccc2OC(F)F)SC1=S)Nc1cccnc1 | 18 | 16 | -4 | 28 | 27 | 11 | 22 | 23 | 7 | -1 | 12
O=C(Nc1nnc(SCc2ccc(Cl)cc2)s1)c1ccco1 | -10 | 1 | 21 | -9 | 1 | -8 | -11 | -2 | 6 | -15 | 6
COc1ccccc1NC(=O)Cn1c(O)c(N=NC(=O)c2ccccc2O)c2ccccc21 | -10 | -7 | -24 | -3 | 36 | -40 | 30 | 9 | 9 | -61 | -31
CCc1ccc(OC(=O)c2ccn(CC)n2)cc1 | 16 | -103 | 24 | -9 | 2 | -17 | 28 | -3 | 2 | -14 | 9
COc1ccc(S(=O)(=O)N2CCCN(Cc3cccc(F)c3)CC2)cc1 | 7 | -34 | -9 | -7 | -3 | -4 | 0 | -13 | 1 | 1 | -7
CN(C(=O)COC(=O)/C=C/c1ccccc1[N+](=O)[O-])c1ccccc1 | -1 | -26 | 7 | -2 | -15 | -13 | -26 | -10 | -3 | -3 | -12
CCCNC(=O)C1(C)CCN(C(=O)COc2ccc(Cl)cc2Cl)C1 (stereo not drawn) | -8 | 5 | -4 | -11 | -13 | -10 | -26 | nt | 2 | -4 | -11
CCc1ccc(C(=O)COC(=O)c2ccccc2OC)cc1 | -4 | -41 | -18 | -3 | 0 | -24 | 14 | 0 | -6 | -24 | -29
Nc1nc(SCC(=O)NN(c2ccccc2)c2ccccc2)n[nH]1 | -3 | 7 | 8 | 15 | 15 | 7 | 1 | -6 | 4 | 11 | 9
COc1cc([N+](=O)[O-])ccc1NC(=O)Cc1ccc(F)cc1 | 3 | -6 | 11 | -10 | -20 | -8 | -3 | -1 | -2 | -88 | 0
NS(=O)(=O)c1ccc(-n2nncc2-c2ccco2)cc1 | -8 | -16 | 6 | 7 | -3 | -23 | -19 | -18 | 8 | 9 | -16
CCCCC(=O)O[C@H]1CC[C@H]2[C@@H]3CCc4cc(O)ccc4[C@H]3CC[C@]12C | 16 | 2 | 4 | 16 | 2 | 3 | -2 | -4 | 1 | -8 | 0
O=C(Nc1ccccc1C(=O)N1CCOCC1)c1ccc(Cl)cc1 | -6 | 12 | 5 | -5 | 7 | -21 | -9 | 1 | -11 | -17 | 10
Cc1nn(Cc2ccccc2)c(C)c1C(=O)N1CCN(S(=O)(=O)/C=C/c2ccccc2)CC1 | 2 | 11 | -10 | -2 | -26 | -12 | 9 | -2 | -2 | -4 | 10
Cc1cc(C)nc(NS(=O)(=O)c2ccc(N=NN(C)C)cc2)n1 | 4 | -9 | -5 | -7 | -1 | 5 | -23 | 4 | -5 | -16 | -8
CCCCn1c(O)c(C(CC)=Nc2ccc3c(c2)CCC3)c(=O)[nH]c1=O | 9 | -1 | 11 | 4 | 18 | -4 | 14 | 2 | -9 | -5 | 3
O=C(NCc1ccc(F)cc1)C1Cc2ccccc2CN1C(=O)c1ccco1 (stereo not drawn) | 16 | -12 | 6 | 7 | 6 | 0 | -1 | -7 | -6 | 12 | 8
CC1=C(C(=O)N(C(C)C)C(C)C)CC(CC(=O)NC2CC2)C(=O)N1Cc1ccccc1 (stereo not drawn) | -3 | 22 | 0 | 10 | -7 | -3 | -4 | nt | 4 | 12 | 7
Cc1ccccc1OCCn1c(=O)sc2ccccc21 | -20 | -21 | -8 | -17 | 4 | -6 | -11 | -13 | 4 | -2 | -7
C=C(C)c1cccc(C(C)(C)NC(=O)NC2CCCC2)c1 | 5 | 4 | 2 | 0 | -4 | -39 | -9 | 6 | 6 | -14 | -6
COc1ccc(C(=O)OCC(=O)N2CCc3ccccc3C2)cc1OC | -9 | 14 | -21 | -2 | 6 | 17 | -7 | 26 | 3 | -2 | -5

Arranged by the number under NCOA3 inh (lowest first): 3 from the list above
Structure	LRH-1 inv ag	NCOA3 inh	TWEAK-Fn14 inh	CF NFkB block	SRC2 inh	LMP1 NFkB inh	SRC1 inh	COUP-TFII inh
CCCCC(=O)O[C@H]1CC[C@H]2[C@@H]3CCc4cc(O)ccc4[C@H]3CC[C@]12C	16	4	16	2	3	-4	-8	0
O=C(NCc1ccc(F)cc1)C1Cc2ccccc2CN1C(=O)c1ccco1 (stereo not drawn)	16	6	7	6	0	-7	12	8
COc1cc([N+](=O)[O-])ccc1NC(=O)Cc1ccc(F)cc1	3	11	-10	-20	-8	-1	-88	0

(cont.)
SMILES | LRH-1 inv ag | TROY signal inh | NCOA3 inh | TWEAK-Fn14 inh | CF NFkB block | SRC2 inh | C8 TRAIL sens | LMP1 NFkB inh | KKLEB tox | SRC1 inh | COUP-TFII inh
COC(=O)c1cc(S(=O)(=O)N2CCC(c3ccccc3)C2)c[nH]1 (stereo not drawn) | 14 | 0 | 11 | 9 | 18 | -10 | 9 | 6 | -17 | 8 | 15
O=C(COC(=O)c1cnccn1)NCCc1ccccc1 | 21 | -13 | 12 | -20 | 7 | -19 | 4 | 5 | 15 | -6 | 6
CC(C)C[C@H](NC(=O)CCn1nnc2ccccc2c1=O)C(=O)O | 5 | -8 | 1 | 8 | 0 | 16 | 11 | -6 | -1 | -11 | -19
Cc1nc2c(nnn2Cc2c(Cl)cccc2Cl)c(=O)[nH]1 | 3 | 1 | 2 | -3 | 6 | 3 | -6 | 13 | -12 | -9 | -11
CC1CN(Cc2ccccc2)C(=S)N(c2ccccc2)C1=O (stereo not drawn) | 23 | 2 | -1 | -2 | 5 | -40 | 13 | -3 | -2 | -11 | 3
CNc1nc(NN)nc(Nc2ccccc2)n1 | -3 | -19 | -10 | -23 | 3 | -15 | 10 | -1 | 4 | -10 | -11
CCOc1ccc(NC(=O)CSc2nnc(Cc3cccn3C)n2-c2ccc(F)cc2)cc1 | -6 | -3 | -10 | 42 | -29 | 4 | 3 | -15 | -4 | -25 | 11
O=S(=O)(NC1CCCCCCC1)c1ccc(F)cc1 | -3 | -20 | 4 | 6 | 25 | 1 | -21 | nt | -11 | -12 | 14
O=C(N/N=C\c1ccccn1)C1COc2cc3ccccc3cc2O1 (stereo not drawn) | 0 | -11 | 1 | 73* | 16 | -1 | 18 | -4 | -6 | -4 | -4
CCOc1ccccc1Oc1coc2cc(OCC(=O)O)ccc2c1=O | 7 | -3 | 1 | 2 | 14 | 5 | -9 | -2 | -4 | -5 | 5
CCC1CCCCN1CCCNC(=O)C(C)n1nc(C)c2sc3ccccc3c2c1=O (stereo not drawn) | -11 | -9 | -3 | 8 | -15 | -2 | -11 | -6 | 2 | 15 | -5
CCCCN(C(=O)CCn1c(=O)oc2ccccc21)c1ccccc1 | 20 | -11 | 4 | -6 | -1 | 4 | 11 | 2 | -2 | 5 | 0
Nc1nc(NCC2CCCO2)nc(Nc2cccc(F)c2)c1[N+](=O)[O-] (stereo not drawn) | 9 | -22 | -22 | 4 | 14 | -24 | 2 | -3 | -13 | -9 | -9
O=C1C2CC=C(Cl)CC2C(=O)N1CN(Cc1ccco1)CN1C(=O)C2CC=C(Cl)CC2C1=O (stereo not drawn) | -10 | 8 | -4 | -9 | 8 | -18 | -16 | 1 | -4 | -1 | -8
O=C(CCN1C(=O)c2ccccc2S1(=O)=O)Nc1ccc(Cl)cc1 | 6 | -15 | 7 | -2 | -6 | 0 | 3 | -9 | 10 | 0 | -15
CCOC(=O)c1cnc(-c2ccccc2)nc1N1CCOCC1 | 25 | 2 | 15 | 11 | 12 | 8 | 4 | 7 | -9 | -10 | -8
Cc1ccc(CN(Cc2ccccc2)C(=S)NCC(=O)NCc2cccnc2)o1 | 9 | -14 | 0 | 14 | -8 | 10 | 10 | 7 | 4 | 1 | -7
CCCC(=O)Nc1cc(C(=O)N(C)CC(OC)OC)ccc1S(=O)(=O)c1ccc(C)cc1 | 15 | 1 | -1 | -6 | -1 | -38 | 20 | -5 | 3 | -13 | 1
O=C1C2C(C(=O)N1/N=C/c1cccc([N+](=O)[O-])c1)C1C=CC2C12CC2 (stereo not drawn) | -15 | 17 | -21 | 4 | 12 | -85 | 2 | -5 | -12 | -40 | -29
CCCC(=O)Nc1ccc(C(=O)Nc2ccc([N+](=O)[O-])cc2OC)cc1 | -14 | -9 | 14 | 13 | -28 | 11 | 2 | -6 | -5 | -8 | 4
O=S(=O)(Nc1ncnc2sccc12)c1cccc(F)c1 | 14 | -4 | -15 | -7 | 1 | 15 | 6 | 3 | 18 | 9 | 0
Nc1nonc1-n1nnc(C(=O)N/N=C/c2ccccc2Cl)c1COc1ccc(F)cc1 | -7 | 33 | 18 | 16 | 4 | 3 | -23 | 8 | -8 | 12 | -15
COc1ccc(C=O)cc1COc1ccc(F)cc1F | 7 | -14 | -17 | 25 | -12 | -29 | 5 | -2 | 4 | -20 | 8
